PLK1 PBD inh = qHTS for Inhibitors of PLK1-PDB (polo-like kinase 1 - polo-box domain): Primary Screen | Plk1 PBD binding of FITC phosphopeptide, fluorescence polarization | AID 720504, 2013 | Potency, µM, for inactives: max response, negative = inhibition, usual class: inhibitors | hit rate 2.8% among 360,000; also: potency is read from the fitted curve at half-maximal effect; series mostly up to about 57 µM; % is scaled to controls: 0 for no effect and ±100 for the full control effect; nearly all actives have a fitted effect of over 65% in size
Target sequence (P53350 whole entry, looked up, the tested form may be a part): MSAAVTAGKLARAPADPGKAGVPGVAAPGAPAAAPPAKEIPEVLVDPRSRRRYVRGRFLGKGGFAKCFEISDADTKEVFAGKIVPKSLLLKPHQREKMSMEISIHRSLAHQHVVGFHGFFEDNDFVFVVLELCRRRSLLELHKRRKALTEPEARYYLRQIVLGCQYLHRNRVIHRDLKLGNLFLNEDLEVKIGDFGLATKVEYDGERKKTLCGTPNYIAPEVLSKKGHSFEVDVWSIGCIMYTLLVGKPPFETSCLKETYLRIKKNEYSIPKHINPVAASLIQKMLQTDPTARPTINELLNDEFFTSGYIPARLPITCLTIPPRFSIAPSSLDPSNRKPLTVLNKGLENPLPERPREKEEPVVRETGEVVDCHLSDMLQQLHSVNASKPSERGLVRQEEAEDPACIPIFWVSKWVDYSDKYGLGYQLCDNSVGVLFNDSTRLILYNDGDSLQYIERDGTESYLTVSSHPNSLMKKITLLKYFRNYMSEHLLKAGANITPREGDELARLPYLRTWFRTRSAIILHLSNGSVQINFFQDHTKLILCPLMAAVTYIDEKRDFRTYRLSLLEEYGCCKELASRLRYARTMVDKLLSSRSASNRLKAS
EPAC2 agonist = qHTS for Agonist of cAMP-regulated guanine nucleotide exchange factor 4 (EPAC2): primary screen; EPAC2 activation, biochemical qHTS; response scale: 100% = 6.5 mM cAMP response; Potency, µM (series often up to 154 µM), for inactives: at the top dose activation, most hits filed as activators; hit rate 0.079% among 360,000; AID 720711, 2013; also: potency is read from the fitted curve at half-maximal effect; nearly all actives have a fitted effect of over 50% in size
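Nucleotide exchange monitored as fluorescence drop when BODIPY-GDP leaves Rap1B. Reaction: 100 nM EPAC2, 250 nM RAP1B-BODIPY-GDP, 50 uM GDP, room temperature, kinetic read over 30 min. Activity expressed relative to 6.5 mM cAMP.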
IL2 activator = qHTS of IL-2 Activators; IL-2 activation reporter assay, cell-based qHTS; stimulated with anti-CD3/CD4/CD28 beads; in transgenic mouse T cells; activation, % (series mostly up to about 46 µM); hit rate 0.065% among 360,000; AID 652025, 2013; in the data active = activation above about 50%; inconclusive = mostly about 30% to 49%; also: 0% is about no effect
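Using fluorescent plate cytometry, EGFP and DsRed are detected in transgenic mouse T cells stimulated 18 h at 37 degrees C with antibody-coated beads after 60 min compound pretreatment.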
WRN inhibitor = qHTS for Inhibitors of WRN Helicase | Bifunctional 3'-5' exonuclease/ATP-dependent helicase WRN (Homo sapiens), Q14191 | WRN helicase unwinding, fluorescent forked duplex, kinetic | Potency, µM (doses to about 114 µM), for inactives: top-dose activity change, negative = inhibition, usual class: inhibitors | hit rate 0.46% among 360,000 | AID 651768, 2012; also: potency is read from the fitted curve at half-maximal effect; % is scaled to controls: 0 for no effect and ±100 for the full control effect; nearly all actives have a fitted effect of over 55% in size
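Enzyme (20 nM final) and test compound sit together 15 min at room temperature before substrate addition. Substrate is a single-forked duplex oligonucleotide (100 nM) labelled with fluorophore and quencher, with 2 mM ATP; helicase unwinding raises red fluorescence, read kinetically.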
EPAC1 antagonist = qHTS for Antagonist of cAMP-regulated guanine nucleotide exchange factor 3 (EPAC1): primary screen; Rap guanine nucleotide exchange factor 3 (Homo sapiens), O95398; EPAC1 GEF assay, Rap1b-BODIPY-GDP exchange fluorescence; Potency, µM (highest dose often 115 µM), for the others: at the top dose activity change, negative = inhibition, most hits filed as inhibitors; hit rate 0.14% among 360,000; AID 720709, 2013;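 also: potency is read from the fitted curve at half-maximal effect; plate controls were vehicle for no effect and positive control for full effect; nearly all actives have a fitted effect of over 50% in size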
EPAC1 ag = qHTS for Agonist of cAMP-regulated guanine nucleotide exchange factor 3 (EPAC1): primary screen. EPAC1 agonist qHTS, biochemical assay; response scale: 100% = response to 6.5 mM cAMP. hit rate 0.073% among 360,000. Rap guanine nucleotide exchange factor 3 (Homo sapiens), O95398. Potency, µM (highest dose often 154 µM), for inactives: top-dose activation, hits mostly activators; also: potency is read from the fitted curve at half-maximal effect; nearly all actives have a fitted effect of over 60% in size
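Fluorescent GDP-exchange assay: 100 nM EPAC1 with 250 nM Rap1B preloaded with BODIPY-GDP and 50 uM GDP; compounds tested as concentration series, 5 min at room temperature, then read every 5 min for 30 min (ex 480/em 540 nm); normalized to 6.5 mM cAMP.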
PI5P4Ka inh = qHTS for Inhibitors of phosphatidylinositol 5-phosphate 4-kinase (PI5P4K) | PI5P4Kalpha enzyme, ADP-Glo luminescence, 60 min; active compounds read low | max response, % | hit rate 1.2% among 330,000; active = max response of -50% or lower; inconclusive = between -30% and -50%; inactive = -30% or higher; also: value at the top dose of about 77 µM; % is scaled to controls: 0 for no effect and ±100 for the full control effect
Target sequence (P48426 whole entry, looked up): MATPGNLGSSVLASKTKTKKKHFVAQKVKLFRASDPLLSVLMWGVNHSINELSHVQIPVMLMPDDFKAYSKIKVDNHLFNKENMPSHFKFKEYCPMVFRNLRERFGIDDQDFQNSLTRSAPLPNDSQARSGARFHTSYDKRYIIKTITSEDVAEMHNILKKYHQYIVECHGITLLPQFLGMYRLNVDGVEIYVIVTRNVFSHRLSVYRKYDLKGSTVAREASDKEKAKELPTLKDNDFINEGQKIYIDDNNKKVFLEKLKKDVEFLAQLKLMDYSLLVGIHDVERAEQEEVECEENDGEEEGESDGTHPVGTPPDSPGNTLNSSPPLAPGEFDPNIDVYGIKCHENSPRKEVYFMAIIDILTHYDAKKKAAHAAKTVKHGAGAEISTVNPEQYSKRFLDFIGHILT
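Human PI5P4Kalpha with substrate in 0.038 M HEPES pH 7.4, 0.28 mM EGTA, 0.1% CHAPS, 5% DMSO; reaction started with 5 microM ATP (final), 60 min at room temperature. ADP formed read by ADP-Glo luminescence.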
CCT chaperon mod = High-Throughput Screening for Modulators of Cytosolic Chaperonin Activity; purified chaperonin ATPase assay, HTRF ADP detection, 30 min; hit rate 0.3% among 360,000; activity change, % (no concentration beside the values), hits read low; in the data active = activity change below about -30%; also: % is scaled to controls: 0 for no effect and ±100 for the full control effect
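TRiC at 40 or 20 nM final (batch-dependent) in 30 mM Tris pH 7.4, 100 mM KCl, 5 mM MgCl2, 1 mM DTT, with compound at single 76 uM and 10 uM ATP, 30 min at 37 deg C. ADP detected by HTRF Transcreener, 665/615 ratio.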
Starred values were filed as active, the others as inactive; ? = inconclusive; . = not tested or not shown; [ ] = another dose, or the depositor's remark. Unless noted, calls follow the shape of the dose curve; as a rule, active = well fitted curve in the direction sought with a large enough effect; inconclusive = small, poorly fitted or top-dose-only effect, or another doubt; inactive = no such curve, though single readings can be large; an effect the other way counts as inactive or inconclusive. This is a subset; count on the stated rates, not on these rows.

SMILES	PLK1 PBD inh	EPAC2 agonist	IL2 activator	WRN inhibitor	EPAC1 antagonist	EPAC1 ag	PI5P4Ka inh	CCT chaperon mod
COc1ccc(C2C(C(=O)NCc3cccnc3)c3cc(OC)c(OC)cc3C(=O)N2C)cc1 (configuration not stated)	-1%	-2%	-2.3	4%	23%	-3%	6	-1.4
CCOC(=O)C1CCN(c2nc3ccccc3nc2C(C#N)C(=O)OC(C)C)CC1 (configuration not stated)	4%	-70%[inhibitor]	3.2	-8%	1%	-2%	2	1.3
COc1cc(C2C(C#N)=C(N)Oc3cc(C)n(CCc4ccccc4)c(=O)c32)cc2c1OCO2 (configuration not stated)	-8%	9%	-2.0	3%	-13%	-2%	5	-0.4
CCN(CC)S(=O)(=O)c1ccc2[nH]c(=O)cc(C(=O)Nc3ccccc3N3CCCC3)c2c1	5%	6%	0.3	3%	-8%	0%	2	-1.3
COc1ccc(S(=O)(=O)N2CCC(C)CC2)cc1OC	-8%	7%	-2.0	0%	7%	0%	0	0.1
Cc1ccc2c(=O)n3c(nc2c1)C(CC(C)C)NC(=O)c1cccnc1-3 (configuration not stated)	-2%	0%	-3.8	0%	15%	-17%	0	-0.1
Cc1cc2c(cc(C(=O)OCC(=O)NC3CCCCC3)n2C)o1	27µM*	-2%	0.7	?	?	-8%	-16	-2.6
COc1ccc(NC(=O)c2cc3ccc(O)cc3o/c2=N\O)cc1	5%	-2%	-3.4	-10%	-11%	-3%	-13	1.7
CCN(C(=O)CN1C(=O)S/C(=C\C=C\c2ccccc2)C1=O)C1CCS(=O)(=O)C1 (configuration not stated)	-4%	-1%	0.7	-8%	-6%	-10%	-8	-5.5
Cc1ccc(Oc2nc3ccccn3c(=O)c2/C=C(\C#N)C(=O)Nc2c(C)n(C)n(-c3ccccc3)c2=O)cc1	-1%	1%	1.3	-1%	2%	3%	-8	-4.0
COc1ccc(CNC(=S)Nc2ccc(OC)cc2)cc1	-5%	4%	-0.5	-16%[57.1 µM]	13%	17%	-5	-1.0
CC(C)C[C@@H](CN1CCCC1CN1C(=S)NC[C@@H]1Cc1ccc(O)cc1)N1C[C@H](Cc2ccc(O)cc2)N(CC2CCCCCC2)C1=S (some centres not stated)	-5%	-1%	-0.6	-13%	-13%	-20%	-21	-1.0
O=C(c1cc(F)ccc1F)C1CCCN(C(=O)c2ccc3nccnc3c2)C1 (configuration not stated)	-4%	-9%	-1.6	2%	8%	-6%	2	-2.7
COC(=O)c1[nH]c2c(c1C)C(=O)CC(c1ccc(C)cc1)C2 (configuration not stated)	-4%	-12%	0.6	-21%[57.1 µM]	11%	-1%	1	-1.0
O=C(COC(=O)/C=C/c1ccco1)NCc1ccc2c(c1)OCO2	-5%	0%	-2.1	-8%[11.6 µM]	-7%	-2%	-28	0.1
O=C(c1ccco1)c1nnn(Cc2ccccc2)c1-c1ccccc1	-7%	18%	-3.4	-14%	?	24%	.	-2.8
COc1cc(C(=O)NC2CCCCC2)ccc1OCc1ccc(Cl)cc1Cl	-15%	5%	-4.9	-34%[57.1 µM]	-7%	15%	-2	-1.9
O=C(Nc1cccc(F)c1)c1ccccc1-c1ccccc1	-1%	11%	-2.8	-3%	-8%	3%	3	0.9
CC(=O)Nc1ccc(NC(=O)C(C)OC(=O)CNC(=O)c2ccc(-c3ccccc3)cc2)cc1 (configuration not stated)	2%	-9%	-1.2	-3%	-2%	2%	-4	-0.6
COc1ccc(NC(=O)CSc2nc(N)c3cc4c(nc3n2)CCCC4)c(OC)c1	2%	0%	-2.7	-6%	7%	0%	.	-1.7
CCN(CC)S(=O)(=O)c1ccc(OC)c(NC(=O)CSc2cc(Cl)ccc2Cl)c1	-1%	-4%	-0.5	-2%	-23%	-6%	29	-1.1
O=C1CN(C(=O)OCc2ccccc2)c2ccccc2N1	0%	4%	2.3	0%	-6%	-10%	1	-0.4
COc1cc2c(cc1OC)C(C)N(C(=O)c1c(-c3ccccc3)noc1C)CC2 (configuration not stated)	5%	-2%	-0.8	1%	4%	-9%	1	1.5
O=C(NN=Cc1ccc(O)c(O)c1)c1ccccc1	5%	6%	-0.1	-18%	-8%	-1%	-28	-1.7
COc1ccccc1CNC(=O)CCc1c(C)nc2cc(-c3ccccc3OC)nn2c1C	-11%	6%	-0.1	3%	-6%	-7%	2	0.4

Compound profiles, as listed above:
COc1ccc(NC(=O)c2cc3ccc(O)cc3o/c2=N\O)cc1 reads PLK1 PBD inh: 5%; EPAC2 agonist: -2%; IL2 activator: -3.4; WRN inhibitor: -10%; EPAC1 antagonist: -11%; EPAC1 ag: -3%; PI5P4Ka inh: -13; CCT chaperon mod: 1.7
COc1cc(C(=O)NC2CCCCC2)ccc1OCc1ccc(Cl)cc1Cl reads PLK1 PBD inh: -15%; EPAC2 agonist: 5%; IL2 activator: -4.9; WRN inhibitor: -34%[57.1 µM]; EPAC1 antagonist: -7%; EPAC1 ag: 15%; PI5P4Ka inh: -2; CCT chaperon mod: -1.9

(next part)
SMILES	PLK1 PBD inh	EPAC2 agonist	IL2 activator	WRN inhibitor	EPAC1 antagonist	EPAC1 ag	PI5P4Ka inh	CCT chaperon mod
CCCc1cc(=O)[nH]c(SCC(=O)OCc2ccccc2)n1	-8%	3%	-0.7	0%	-6%	2%	2	-1.8
COc1ccccc1CCNC(=O)c1cc(-c2ccncc2)nc2ccc(Br)cc12	-3%	-5%	-5.6	-2%[11.6 µM]	-25%	2%	?	-0.3
CCOC(=O)C1(Cc2cccc(OC)c2)CCN(Cc2cc(OC)ccc2OC)CC1	-6%	7%	-0.7	-4%	13%	8%	4	-1.8
FC(F)(F)c1cnc(/C=C/Nc2ccccc2Cl)c(Cl)c1	-17%	4%	-3.1	4%	-18%	12%	18	-2.6
CC(=O)c1c(C)[nH]c(C(=O)OCC(=O)Nc2cc(Cl)ccc2[N+](=O)[O-])c1C	2%	2%	0.1	1%	-6%	9%	-7	0.9
CN(C(=O)COC(=O)CSc1ccc([N+](=O)[O-])cc1)c1ccccc1	13µM*	12%	0.7	-35%	-4%	5%	-16	-1.2
C#Cc1ccc([C@@H]2C=C(C(=O)N3CCN(Cc4ccccc4)CC3)O[C@H](OCC)[C@H]2CCCO)cc1	-1%	4%	1.0	-2%	-5%	-3%	8	0.0
Cc1ccccc1-c1nnc(SCC#N)o1	-3%	16%	2.5	4%	-7%	5%	-2	-2.6
CCOC(=O)Nc1ccc2c(c1)N(C(=O)CCN1CCN3CCCC3C1)c1ccccc1CC2 (configuration not stated)	-2%	4%	-1.1	2%	17%	-4%	.	-1.3
CCCCNC(=O)Cc1c(O)c2ccccc2[nH]c1=O	-2%	3%	0.6	8%	-12%	0%	-3	-1.1
CC(=O)Nc1cccc(NC(=O)CSc2nnc(NC(=O)C3CC3)s2)c1	-9%	7%	-2.8	-2%	-17%	-4%	-4	-3.4
Cc1cccc(/C=N/n2c(-c3ccccc3)n[nH]c2=S)c1O	27µM*	0%	-1.0	-9%	-13%	8%	-13	-0.5
CCOC(=O)CSc1nc2c(c(=O)n1-c1ccc(OC)cc1)SCC2	2%	-1%	-3.6	1%	13%	-3%	-5	0.8
Cc1ccc(N/C=C/C(=O)c2ccc(C)cc2)cc1	-4%	-2%	0.3	1%	2%	5%	15	-3.7
O=C(Cc1cc(=O)[nH][nH]1)N/N=C/c1cccc2ccccc12	-14%	0%	0.7	-4%	4%	2%	?	-1.6
CCc1cccc(CC)c1NC(=O)C(CC)Sc1nc2ccsc2c(=O)n1CCC(=O)O (configuration not stated)	-9%	5%	-0.2	6%	2%	16%	0	-4.4
C[C@@H]1C=C(C(=O)N2CCN(Cc3ccc4c(c3)OCO4)CC2)O[C@H](OCCCCO)C1	3%	0%	0.6	5%	-8%	-13%	-6	2.7
O=[N+]([O-])c1cccnc1N1CCN(Cc2ccc3c(c2)OCO3)CC1	-14%	7%	0.6	4%	-24%	7%	-5	-9.1
Cc1c(Nc2cc(=O)oc3ccccc23)c(=O)n(-c2ccccc2)n1C	-22%	11%	-2.1	3%	-13%	5%	-5	1.7
CN(CCOc1ccc(Cl)cc1)C(=O)CN1C(=O)NC2(CCCCC2)C1=O	-3%	-1%	-4.4	-6%	1%	-2%	2	1.9
C=CCN(CC=C)C(=O)c1ccccc1NC(=O)c1ccccc1C	-7%	3%	3.0	-3%	2%	-3%	8	0.4
Cc1ccccc1N1C(S)=C(C#N)C(=O)NC1c1cccs1 (configuration not stated)	?	-9%	-0.8	-14%	5%	-7%	-29	-1.2
COc1ccc(NC(=O)CN2CCc3ccccc3C2)cc1	2%	-2%	0.3	3%	-14%	-3%	8	1.0

Some entries already given, limited to CCT chaperon mod.
smiles	CCT chaperon mod
COc1ccc(NC(=O)CSc2nc(N)c3cc4c(nc3n2)CCCC4)c(OC)c1	-1.7
CCN(CC)S(=O)(=O)c1ccc(OC)c(NC(=O)CSc2cc(Cl)ccc2Cl)c1	-1.1
O=C1CN(C(=O)OCc2ccccc2)c2ccccc2N1	-0.4
